Yeast eIF2B – modulators of yeast eIF2B activity | S. cerevisiae eIF2B-epsilon R284H, GCN4-lacZ luminescence | actives 0.91% (n = 27,000) | inhibition, % at 25 µM (by protocol) | AID 688;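 active = mutant luminescence inhibited past about 50% while wild type luminescence and mutant growth stay under set limits, limit read from the data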; note: some compounds called inactive have numbers as strong as hits
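Material: yeast eIF2B-epsilon R284H mutant carrying GCN4–beta-galactosidase fusion. Medium: YPD yeast growth medium. Incubation: 16 h growth with compound at 30 °C, 90 min Beta-Glo step. Signal: Beta-Glo luminescence plus absorbance at 595 nm. Evaluation: % inhibition of reporter signal and growth versus controls. Doses: 25 µM single dose.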
Yeast tox – Inhibits yeast growth, turbidity readout. growth inhibition, % at 25 µM (by protocol). S. cerevisiae wild-type growth, A595 turbidity, 16 h. AID 685. actives 0.3% (n = 30,000);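 active = mutant and wild-type yeast strains alike exhibit over 30% growth inhibition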;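 note: 0% = untreated cell controls and 100% = YPD media blanks without cells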
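Test system: Wild-type and eIF2Bepsilon-R284H mutant S. cerevisiae, screened separately | Dosing: Single 25 µM compound dose in 0.2% DMSO | Schedule: 16 h compound exposure during growth at 30 °C | Detection: A595 turbidity | Evaluation: Growth inhibition (%) versus cell controls and blanks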
Yeast tox inhibition % – recorded beside Yeast tox, whose call it bears; growth inhibition, %; S. cerevisiae eIF2Bepsilon-R284H mutant growth, A595 turbidity, 16 h;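 each compound tested once at 25 µM; 0% equals untreated cells and 100% equals cell-free medium blanks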
Yeast eIF2B mutant toxicity – recorded beside Yeast eIF2B, whose call it bears; growth inhibition, %; measured here: mutant yeast growth, toxicity;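 each compound tested once at 25 µM; zero equals untreated control growth and 100 equals blank medium absorbance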
An asterisk follows results filed as active. A portion of the library; rates above refer to the full screens.

CCOc1ccccc1N(C(=O)CNC(=O)c1ccco1)C(C(=O)NC1CCCC1)c1cccnc1 (stereo not drawn) was read as Yeast eIF2B 15, Yeast tox 14 and Yeast tox inhibition % 0.
CCc1ccc(CCC(=O)Nc2ccc(C(C)=O)cc2)o1 was read as Yeast eIF2B 40, Yeast tox -5, Yeast tox inhibition % 19 and Yeast eIF2B mutant toxicity 19.
For CCn1c(N)c(C(=O)N2CCOCC2)sc1=S the results were Yeast eIF2B -5, Yeast tox 10, Yeast tox inhibition % 16 and Yeast eIF2B mutant toxicity 16.
CC(Nc1nc(N2CCN(S(C)(=O)=O)CC2)nc2ccccc12)c1ccccc1 (stereo not drawn) was read as Yeast eIF2B 19, Yeast tox 29, Yeast tox inhibition % 7 and Yeast eIF2B mutant toxicity 7.
`CCc1cc2c(NCC3CCCO3)ncnc2s1` (stereo not drawn) gave Yeast eIF2B -3, Yeast tox 3, Yeast tox inhibition % -8 and Yeast eIF2B mutant toxicity -8.
Screening CCOc1cc(S(=O)(=O)NCc2ccccn2)ccc1Cl returned Yeast eIF2B 13, Yeast tox -18, Yeast tox inhibition % -5 and Yeast eIF2B mutant toxicity -5.
`COc1cc(C(=O)OCC(=O)Nc2ccc3c(c2)OC(F)(F)O3)ccc1OCc1c(C)noc1C` gave Yeast eIF2B 3, Yeast tox 0 and Yeast tox inhibition % 0.
`CC(C)NC(=O)Cn1cc(C#N)c2cc(Br)ccc21` gave Yeast eIF2B 22, Yeast tox 36, Yeast tox inhibition % -10 and Yeast eIF2B mutant toxicity -10.
COc1cc(S(=O)(=O)N2CCN3CCCC3C2)ccc1-n1cnnn1 (stereo not drawn) was read as Yeast eIF2B 18, Yeast tox -12, Yeast tox inhibition % -9 and Yeast eIF2B mutant toxicity -9.
CCCCn1c(=O)c(-c2ccccc2)c(O)c2ccccc21 was read as Yeast tox -12 and Yeast tox inhibition % -17.
For CC1CCN(C(=O)CN(c2ccc(Cl)c(C(F)(F)F)c2)S(C)(=O)=O)CC1 the results were Yeast eIF2B -1, Yeast tox 14, Yeast tox inhibition % 16 and Yeast eIF2B mutant toxicity 16.
CCOC(=O)C1=C(O)C(Nc2nccs2)(C(F)(F)F)N=C1C (stereo not drawn) was read as Yeast eIF2B 19, Yeast tox 15, Yeast tox inhibition % -18 and Yeast eIF2B mutant toxicity -18.
`Cc1cc(=O)n2nc(N3CCCC3C(=O)NCCCN3CC(C)CC(C)C3)sc2n1` (stereo not drawn) gave Yeast eIF2B 35, Yeast tox -3, Yeast tox inhibition % -18 and Yeast eIF2B mutant toxicity -18.
For c1ccc(-c2nnc(Cn3c4ccccc4c4nc5ccccc5nc43)o2)cc1 the results were Yeast eIF2B 8.
Screening CCSc1nnc(NC(=O)CN(C)S(=O)(=O)c2ccc(F)cc2)s1 returned Yeast eIF2B 14, Yeast tox -3, Yeast tox inhibition % -6 and Yeast eIF2B mutant toxicity -6.
O=C(Nc1ccccc1C(=O)NCc1ccco1)NC1CCCCC1 was read as Yeast eIF2B -22, Yeast tox -13, Yeast tox inhibition % -5 and Yeast eIF2B mutant toxicity -5.
For CCN(C(=O)c1coc(=O)c2ccccc12)c1cc(OC)ccc1OC the results were Yeast eIF2B 21, Yeast tox 12, Yeast tox inhibition % -27 and Yeast eIF2B mutant toxicity -27.
For CCOC(=O)CSc1ccc(-c2nc3ccccc3[nH]2)cn1 the results were Yeast tox 19 and Yeast tox inhibition % 10.
Screening CN(C)C(=O)Cn1c(SCC(=O)Nc2ccc3c(c2)OCO3)nc2ccccc21 returned Yeast eIF2B 15.
`CCCCn1c2nc3ccccc3nc2c2c(=O)n(CCC)cnc21` gave Yeast eIF2B -6, Yeast tox -49, Yeast tox inhibition % -43 and Yeast eIF2B mutant toxicity -43.
Cc1onc(-c2ccccc2)c1C(=O)n1nnc2ccccc21 was read as Yeast eIF2B 13, Yeast tox 5, Yeast tox inhibition % -7 and Yeast eIF2B mutant toxicity -7.
Screening COc1ccc(NC(=O)CSc2nnc(N)s2)cc1 returned Yeast eIF2B 20, Yeast tox 0, Yeast tox inhibition % 3 and Yeast eIF2B mutant toxicity 3.
`Cc1nc(-c2ccccc2)nc2[nH]c(C(C)C)cc(=O)c12` gave Yeast eIF2B 15.
`CNC(=O)COC(=O)c1ccccc1Oc1ccccc1` gave Yeast tox 18 and Yeast tox inhibition % 22.

Looked up by structure from the list above (two):
For CCOC(=O)CSc1ccc(-c2nc3ccccc3[nH]2)cn1 the results were Yeast tox 19 and Yeast tox inhibition % 10.
COc1cc(S(=O)(=O)N2CCN3CCCC3C2)ccc1-n1cnnn1 (stereo not drawn) was read as Yeast eIF2B 18, Yeast tox -12, Yeast tox inhibition % -9 and Yeast eIF2B mutant toxicity -9.

Next part:
Cc1cccc(-n2c(O)c(C=Nc3c(C)n(C)n(-c4ccccc4)c3=O)c3ccccc3c2=O)n1 was read as Yeast eIF2B 29, Yeast tox -17, Yeast tox inhibition % -30 and Yeast eIF2B mutant toxicity -30.
For Cc1ccccc1C(=O)c1cccn1CC(=O)NCc1ccc2c(c1)OCO2 the results were Yeast eIF2B 17, Yeast tox 4, Yeast tox inhibition % 5 and Yeast eIF2B mutant toxicity 5.
For CCOC(=O)C1(CCSC)NC(c2ccco2)C2C(=O)N(C)C(=O)C21 (stereo not drawn) the results were Yeast eIF2B 72*, Yeast tox -14 and Yeast tox inhibition % 22.
Screening Cc1ccnc(NC(=S)NC(=O)/C=C/c2ccco2)c1 returned Yeast tox 19 and Yeast tox inhibition % 22.
`COc1ccc(N(CC(=O)Nc2ccc(C)c(C)c2)S(=O)(=O)c2c(C)n[nH]c2C)cc1` gave Yeast eIF2B -7, Yeast tox -2, Yeast tox inhibition % -7 and Yeast eIF2B mutant toxicity -7.
COc1ccccc1N1CCN(C(=O)CSc2nc3ccccc3o2)CC1 was read as Yeast tox 3 and Yeast tox inhibition % 23.
For COc1ccc(C(=O)CSc2nc3cccnc3n2C)cc1 the results were Yeast eIF2B -4, Yeast tox -13, Yeast tox inhibition % -13 and Yeast eIF2B mutant toxicity -13.
`COC(=O)c1ccc(NC(=O)Nc2ccc(F)c(Cl)c2)cc1` gave Yeast eIF2B 14, Yeast tox -19, Yeast tox inhibition % -17 and Yeast eIF2B mutant toxicity -17.
Screening COc1ccc2c(c1)[nH]c1c(=O)n(CCC3=CCCCC3)cnc12 returned Yeast tox 1 and Yeast tox inhibition % 24.
Cn1c(OCc2ccc3c(c2)OCO3)nc2c1c(=O)n(Cc1cccc(Cl)c1)c(=O)n2C was read as Yeast eIF2B 19.
Screening CNC(=O)Cn1nc(-c2ccc(C)c(S(=O)(=O)N(C)C)c2)c2ccccc2c1=O returned Yeast eIF2B 62*, Yeast tox 1 and Yeast tox inhibition % 11.
For C/C(=C1/SC(N2CCCC2)=NC1=O)c1ccc(Br)cc1 the results were Yeast eIF2B 24, Yeast tox 5, Yeast tox inhibition % -2 and Yeast eIF2B mutant toxicity -2.

By substructure: the compounds so far containing an NH in an aromatic ring
For CCOC(=O)CSc1ccc(-c2nc3ccccc3[nH]2)cn1 the results were Yeast tox 19 and Yeast tox inhibition % 10.
`Cc1nc(-c2ccccc2)nc2[nH]c(C(C)C)cc(=O)c12` gave Yeast eIF2B 15.
`COc1ccc(N(CC(=O)Nc2ccc(C)c(C)c2)S(=O)(=O)c2c(C)n[nH]c2C)cc1` gave Yeast eIF2B -7, Yeast tox -2, Yeast tox inhibition % -7 and Yeast eIF2B mutant toxicity -7.
Screening COc1ccc2c(c1)[nH]c1c(=O)n(CCC3=CCCCC3)cnc12 returned Yeast tox 1 and Yeast tox inhibition % 24.

Carrying on:
For Cc1ccc(C(=O)Oc2ccccc2C(=O)N2CCOCC2)cc1 the results were Yeast eIF2B 19, Yeast tox -7, Yeast tox inhibition % 9 and Yeast eIF2B mutant toxicity 9.
Cc1csc(NC(=O)c2cnc3ccccn3c2=O)n1 was read as Yeast eIF2B -19, Yeast tox -19, Yeast tox inhibition % 2 and Yeast eIF2B mutant toxicity 2.
For CCCc1cc(=O)n2[nH]c(-c3ccc(OC)cc3)nc2n1 the results were Yeast eIF2B -2, Yeast tox -8, Yeast tox inhibition % -20 and Yeast eIF2B mutant toxicity -20.
CCOc1c(CNCCN2CCOCC2)cccc1OC was read as Yeast tox 10 and Yeast tox inhibition % 5.
Cn1c(=O)[nH]c(=O)c2c1nc(NCc1ccco1)n2CCCc1ccccc1 was read as Yeast eIF2B 32, Yeast tox -22, Yeast tox inhibition % -5 and Yeast eIF2B mutant toxicity -5.
`CCN(C(=O)c1ccco1)c1nnc(-c2ccc(OC)cc2)s1` gave Yeast eIF2B 15, Yeast tox -63, Yeast tox inhibition % -45 and Yeast eIF2B mutant toxicity -45.
CCN(C(=O)CN1CCN(C)CC1)c1cccc2ccccc12 was read as Yeast eIF2B 20, Yeast tox 19, Yeast tox inhibition % 4 and Yeast eIF2B mutant toxicity 4.
For O=C(Nc1ccccn1)C(=O)N1CCCCC1 the results were Yeast eIF2B -25, Yeast tox -3, Yeast tox inhibition % -10 and Yeast eIF2B mutant toxicity -10.
`COc1ccc(NC(=O)C2CCCN2S(=O)(=O)c2ccc(C)cc2)cc1` (stereo not drawn) gave Yeast eIF2B 13, Yeast tox 4, Yeast tox inhibition % 3 and Yeast eIF2B mutant toxicity 3.
For CCOC(=O)C(C)n1cnc2c(oc3ccccc32)c1=O (stereo not drawn) the results were Yeast eIF2B 23, Yeast tox 1, Yeast tox inhibition % 5 and Yeast eIF2B mutant toxicity 5.
Cc1c(C(=O)O)oc2ccc(S(=O)(=O)NCc3ccc(F)cc3)cc12 was read as Yeast eIF2B 0, Yeast tox 0, Yeast tox inhibition % 2 and Yeast eIF2B mutant toxicity 2.
For O=C(NCC1CCCO1)c1cccc(-n2cnnn2)c1 (stereo not drawn) the results were Yeast eIF2B 15, Yeast tox -3, Yeast tox inhibition % 11 and Yeast eIF2B mutant toxicity 11.
Screening Cc1cccc(C(=O)Nc2sc(C(=O)N3CCCC3)c(C)c2C#N)c1 returned Yeast eIF2B 19, Yeast tox 6, Yeast tox inhibition % 8 and Yeast eIF2B mutant toxicity 8.
Screening CC(C)c1ccc(C(C(=O)NC(C)(C)C)N(C(=O)CNC(=O)c2ccco2)c2cccnc2)cc1 (stereo not drawn) returned Yeast eIF2B -62, Yeast tox 19, Yeast tox inhibition % -3 and Yeast eIF2B mutant toxicity -3.
COC(=O)C1CCCN1C(=O)C1CCCN1C(=O)CNC(=O)OCc1ccccc1 (stereo not drawn) was read as Yeast eIF2B -7, Yeast tox 0, Yeast tox inhibition % 26 and Yeast eIF2B mutant toxicity 26.
Screening O=C(Nc1cccc(Cl)c1)Nc1ccc(Cl)cn1 returned Yeast tox 3 and Yeast tox inhibition % 5.
Screening CC(=O)Nc1cc(C(F)(F)F)ccc1N1CCOCC1 returned Yeast eIF2B 17, Yeast tox 4, Yeast tox inhibition % 17 and Yeast eIF2B mutant toxicity 17.
`O=C(CCCN1C(=O)CCC1=O)Nc1ccc(Br)cc1F` gave Yeast tox 9 and Yeast tox inhibition % 11.
`O=C1CC(C(=O)Nc2ccccc2)N=C(N2CCCCC2)N1` (stereo not drawn) gave Yeast eIF2B 13, Yeast tox 4, Yeast tox inhibition % -5 and Yeast eIF2B mutant toxicity -5.
Screening COCC(=O)Nc1ccccc1NC(C)=O returned Yeast eIF2B 24, Yeast tox 4, Yeast tox inhibition % -10 and Yeast eIF2B mutant toxicity -10.
`COc1ccc(CN2CCSCC2)cc1C` gave Yeast eIF2B 3, Yeast tox 3, Yeast tox inhibition % 3 and Yeast eIF2B mutant toxicity 3.
CNc1nc(Oc2ccc(C(=O)OC)cc2)nc(SC)n1 was read as Yeast eIF2B 9, Yeast tox 20, Yeast tox inhibition % 18 and Yeast eIF2B mutant toxicity 18.
For CC1=NN(c2ccccc2)C(=O)/C1=C\c1c(C)[nH]n(-c2ccccc2)c1=O the results were Yeast eIF2B 42, Yeast tox 7, Yeast tox inhibition % -21 and Yeast eIF2B mutant toxicity -21.
`CC(=O)Cc1nsc(NC(=O)c2ccc(COc3ccccc3)o2)n1` gave Yeast eIF2B 31, Yeast tox 18, Yeast tox inhibition % 7 and Yeast eIF2B mutant toxicity 7.
Screening O=C(Nc1ccc(S(=O)(=O)Nc2ccccc2)cc1)C1COc2ccccc2O1 (stereo not drawn) returned Yeast eIF2B 14, Yeast tox 0, Yeast tox inhibition % -8 and Yeast eIF2B mutant toxicity -8.
COc1ccc(S(=O)(=O)N(C)CC(=O)NC2CCCC2)cc1Cl was read as Yeast eIF2B 27.
Screening CN1CCCc2cc3c(C(F)(F)F)cc(=O)oc3nc21 returned Yeast eIF2B 19, Yeast tox 12, Yeast tox inhibition % 7 and Yeast eIF2B mutant toxicity 7.
COc1ccc(S(=O)(=O)Nc2ccc3c(c2)OCO3)cc1OC was read as Yeast eIF2B -4, Yeast tox 10, Yeast tox inhibition % 19 and Yeast eIF2B mutant toxicity 19.

From PubChem
